H37Rv inhibition: M. tuberculosis growth inhibition, HTS (AID 449762); inhibition, % at 25 µM; hits with a dose series show IC50 in µM; hit rate 0.59% among 330,000; M. tuberculosis H37Rv growth inhibition, 7H9 media; higher % means a stronger effect; in the data active = a potency from the dose series; inconclusive = inhibition above about 70% without an active follow-up result;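 note: bacterial growth assessed after seven days of incubation; strong numbers were not always called active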
Salmonella PhoP GFP: PhoP regulon inhibitors, Salmonella typhi PhoP promoter GFP reporter, confirmatory (AID 1850). Salmonella Typhi PhoP-promoter GFP reporter, fluorescence, 4 h; higher % means a stronger effect. one-dose inhibition, % at 50 µM; IC50 in µM for titrated hits. hit rate 0.33% among 310,000; in the data active = a potency from the dose series; inconclusive = inhibition mostly from about 25% at the one dose, without a potency; inactive = the rest, 99 in 100 with inhibition below about 19%;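 note: 0% = induced wells with vehicle and 100% = uninduced wells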
H1N1 NS1A inhibition: H1N1 influenza NS1A inhibitors, functional cell based assay (AID 504329); hit rate 0.3% among 340,000; NS1A functional cell-based assay, percent inhibition; higher % means a stronger effect; one-dose inhibition, % at 12.5 µM; IC50 in µM for titrated hits; in the data active = a potency from the dose series; inconclusive = inhibition above about 27% without an active follow-up result; note: strong numbers were not always called active
M. tuberculosis: growth inhibition of non-replicating M. tuberculosis (AID 488890); Mycobacterium tuberculosis non-replicating, growth inhibition; higher % means a stronger effect; inhibition, % at 25 µM; hits with a dose series show IC50 in µM; hit rate 0.39% among 320,000; in the data active = a potency from the dose series; inconclusive = inhibition mostly from about 82% at the one dose, without a potency; inactive = the rest, 99 in 100 with inhibition below about 76%;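 note: plate controls were DMSO cells for no effect and high antibiotic wells for full effect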
VEEV TC-83 Vero: inhibitors of VEEV TC-83 cytopathic effect, confirmation, Vero cells (AID 588727); hit rate 0.13% among 350,000; inhibition, % at 20 µM, or IC50 in µM where a hit was titrated; Vero cells, VEEV TC-83 cytopathic effect inhibition; higher % means a stronger effect; in the data active = a potency from the dose series; inconclusive = inhibition mostly from about 14% at the one dose, without a potency; inactive = the rest, 99 in 100 with inhibition below about 12%; note: strong numbers were not always called active
VEEV TC-83 Vero 10K pilot screen: further read-out of VEEV TC-83 Vero, marked with its call; inhibition, %; measured here: 10K pilot screen inhibition
Active calls of the source: *; i = inactive; ? = inconclusive; . = not tested or not shown. Compounds were not picked by outcome. About 1.4% of those tested had a hit in this group.

SMILES | H37Rv inhibition | Salmonella PhoP GFP | H1N1 NS1A inhibition | M. tuberculosis | VEEV TC-83 Vero | others
COc1ccc(CONc2ncnc3nonc23)cc1[N+](=O)[O-] | -5% | -8% | -11% | 9% | 1.0%
Cc1ccc(-c2nc(CN3CCCCC3)cc(CN3CCCCC3)c2O)cc1 | -3% | 2% | . | -2% | 1.7%
Cc1ccc(S(=O)(=O)NCc2cccnc2)c(C)c1 | 2% | 1% | -4% | 3% | 0.4%
O=C(O)C1C=Cc2ccccc2N1C(=O)c1ccccc1 (configuration not stated) (tested in a mixture with another compound) | . | . | 2% | . | i
O=C(NC1CC2CCCC(C1)N2C(=O)Nc1ccccc1Cl)C1CC1 (configuration not stated) | 2% | 0% | -3% | -13% | 1.4%
CCCCn1c(N)c(N(C)C(=O)c2ccccc2Oc2ccccc2)c(=O)[nH]c1=O | -10% | . | 8% | 13% | 1.1%
CCC(=O)N1CCc2cc(S(=O)(=O)N(C)c3ccc(OC)cc3OC)ccc21 | -1% | 1% | -1% | -7% | 9.1%
O=C(Cc1ccc(Br)cc1)N1CCCCCC1 | -4% | 10% | 6% | 41% | i
Cc1noc(C(=O)Nc2cccc(O)c2)c1Cl | -10% | 13% | -5% | -7% | 0.5%
CC(=O)N1CCc2cc(S(=O)(=O)NCCC3=CCCCC3)ccc21 | -3% | 6% | 0% | 12% | i
CCC(=O)Nc1sc2c(c1C(=O)N(C)C)CCCCC2 | -8% | -12% | 11% | -15% | 1.2% | VEEV TC-83 Vero 10K pilot screen=0.0
COc1ccc(Br)c(C(=O)OCC(=O)N2CCC(Cc3ccccc3)CC2)c1 | . | . | 11% | . | 1.6%
CN(C)c1ccc(C=NNC(=O)c2cccc3ccccc23)c(Cl)c1 | . | . | 2% | . | 8.1%
Cc1cccc(-n2c(SCC(=O)Nc3cccc(S(=O)(=O)NC4=NCCCCC4)c3)nc3ccccc3c2=O)c1C | -1% | -6% | 16% | 34% | 1.1%
C/C(=C/C=C/[C@@H](C)C(=O)O)[C@H]1CN[C@H](C(=O)O)[C@H]1CC(=O)O | -13% | 2% | 4% | 8% | 0.1%
CCOc1ncccc1C(=O)N(CCC(C)C)c1c(N)n(Cc2ccccc2)c(=O)[nH]c1=O | -7% | . | 4% | -7% | 2.9%
O=C(COC(=O)c1cc([N+](=O)[O-])ccc1N1CCOCC1)c1ccccc1 | 6% | 9% | 3% | -10% | 7.2%
CC(C)(C)OC(=O)NCc1ccc(CNC(=O)c2[nH]cnc2C(=O)N[C@@H](Cc2ccccc2)C(=O)OCc2ccccc2)cc1 | 4% | 9% | -5% | 14% | 0.9%
Cc1cc(C(=O)CN2C(=O)NC3(CCCc4ccccc43)C2=O)c(C)n1Cc1cccs1 (configuration not stated) | -3% | -8% | 0% | -7% | 3.0%
CC(C)c1ccc2oc(=O)cc(CN3CCOCC3)c2c1 | -2% | -8% | 8% | 0% | 0.3%

Structural class: the entries above containing a COOH group (two)
SMILES | H37Rv inhibition | Salmonella PhoP GFP | H1N1 NS1A inhibition | M. tuberculosis | VEEV TC-83 Vero | others
O=C(O)C1C=Cc2ccccc2N1C(=O)c1ccccc1 (configuration not stated) (tested in a mixture with another compound) | . | . | 2% | . | i
C/C(=C/C=C/[C@@H](C)C(=O)O)[C@H]1CN[C@H](C(=O)O)[C@H]1CC(=O)O | -13% | 2% | 4% | 8% | 0.1%

Arranged by SMILES length (largest number first): part of the list above
SMILES | H37Rv inhibition | Salmonella PhoP GFP | H1N1 NS1A inhibition | M. tuberculosis | VEEV TC-83 Vero | others
O=C(COC(=O)c1cc([N+](=O)[O-])ccc1N1CCOCC1)c1ccccc1 | 6% | 9% | 3% | -10% | 7.2%
CC(=O)N1CCc2cc(S(=O)(=O)NCCC3=CCCCC3)ccc21 | -3% | 6% | 0% | 12% | i
CC(C)c1ccc2oc(=O)cc(CN3CCOCC3)c2c1 | -2% | -8% | 8% | 0% | 0.3%

The listing picks up, starting six compounds before the break.
SMILES | H37Rv inhibition | Salmonella PhoP GFP | H1N1 NS1A inhibition | M. tuberculosis | VEEV TC-83 Vero | others
C/C(=C/C=C/[C@@H](C)C(=O)O)[C@H]1CN[C@H](C(=O)O)[C@H]1CC(=O)O | -13% | 2% | 4% | 8% | 0.1%
CCOc1ncccc1C(=O)N(CCC(C)C)c1c(N)n(Cc2ccccc2)c(=O)[nH]c1=O | -7% | . | 4% | -7% | 2.9%
O=C(COC(=O)c1cc([N+](=O)[O-])ccc1N1CCOCC1)c1ccccc1 | 6% | 9% | 3% | -10% | 7.2%
CC(C)(C)OC(=O)NCc1ccc(CNC(=O)c2[nH]cnc2C(=O)N[C@@H](Cc2ccccc2)C(=O)OCc2ccccc2)cc1 | 4% | 9% | -5% | 14% | 0.9%
Cc1cc(C(=O)CN2C(=O)NC3(CCCc4ccccc43)C2=O)c(C)n1Cc1cccs1 (configuration not stated) | -3% | -8% | 0% | -7% | 3.0%
CC(C)c1ccc2oc(=O)cc(CN3CCOCC3)c2c1 | -2% | -8% | 8% | 0% | 0.3%
CNP1(NC)=NC(C(F)(F)F)=NC(C(F)(F)F)=N1 | -4% | -9% | -4% | -5% | 0.3%
CCCc1ccc2oc(C(=O)N(Cc3nccn3C)C(C)C)c(C)c2c1 | 5% | 10% | 10% | 51% | i
CCOC(=O)Nc1cccc2c1-c1ccc([N+](=O)[O-])cc1C2=O | . | . | 3% | . | i
COc1ccc(CCN(C)C(=O)CSc2ncnc3sccc23)cc1OC | -1% | 3% | -10% | 1% | 1.3%
CCN(CC)S(=O)(=O)c1cccc2c(N(C)C)cccc12 | 0% | 8% | -7% | 12% | 0.8%
O=C(N[C@@H](Cc1ccc(O)cc1)C(=O)O)C(c1ccccc1)c1ccccc1 | -1% | -4% | -3% | -18% | 2.1% | VEEV TC-83 Vero 10K pilot screen=1.3
CC(CCc1ccccc1)NC(=O)COC(=O)c1ccccc1O (configuration not stated) | 6% | 6% | -4% | 73% | i
Cc1cc(=S)cc(C)n1CCCO | -3% | 16% | 3% | -11% | 0.4%
Cc1nn(C(C)C(=O)NCc2ccccc2F)c(=O)c2nn(-c3ccccc3)c(C)c12 (configuration not stated) | 0% | 2% | 1% | -6% | 0.5%
O=C(NCc1ccc2c(c1)OCO2)C(=O)NCC1CCCO1 (configuration not stated) | -7% | 3% | 4% | -3% | 0.7%
COc1cccc(/C=N/NC(=O)c2c(-c3ccccc3)noc2C)c1 | . | -9% | -7% | 13% | 1.4%
CC1(C)Cc2ccccc2C(C(Cc2ccccc2)C(N)=O)=N1 (configuration not stated) | 1% | -7% | -5% | 12% | 0.6%
COc1ccccc1NC(=O)CSc1ccc2nnc(-c3cccnc3)n2n1 | 4% | 8% | -1% | . | 0.8%
Cc1cc(C)n(CC(O)COc2c(C)cccc2C)n1 (configuration not stated) | 8% | -7% | -1% | 7% | 0.2%
O=C1NC[C@H](CC2CCCCC2)N(CC2CCCCC2)C1=O | -7% | -21% | 7% | -7% | i
CC1(C)CC[C@]2(C(=O)O)CC[C@]3(C)C(=CC[C@@H]4[C@@]5(C)CC[C@H](O)C(C)(C)[C@@H]5CC[C@]43C)[C@@H]2C1 | 4% | -11% | 3% | 3% | i
CCOc1cc(C(=O)OCC(=O)c2cc(C)n(CC3CCCO3)c2C)ccc1OCC(=O)N1CCOCC1 (configuration not stated) | -3% | -8% | 0% | 7% | 3.7%
O=c1c2ccccc2nc2n1C(CSCc1ccc(Cl)cc1)CS2 (configuration not stated) | 6% | -6% | 3% | 27% | 1.3%
CCOc1ccc(NC(=O)CN(C)C(=O)CCN2C(=O)C3CC=CCC3C2=O)cc1OCC (configuration not stated) | -4% | . | -10% | -6% | 2.0%
Cc1ccc(S(=O)(=O)N2CCC(=O)N(CCOC(=O)Nc3ccccc3C)CC2)cc1 | -1% | 3% | -3% | -56% | 0.3% | VEEV TC-83 Vero 10K pilot screen=0.6
CCOC(=O)Cn1c(=O)n(CC(=O)OCC)c2ccccc21 | 0% | -3% | 2% | 0% | 1.8%
O=C(CN1CCOCC1)Nc1cccc([N+](=O)[O-])c1 | -9% | 11% | 6% | -4% | i
N#Cc1ccccc1OCC(=O)OCC(=O)NC1CCS(=O)(=O)C1 (configuration not stated) | -5% | . | 3% | 1% | 1.7%
O=C(NC1CCCCC1)N1CCCCCCC1 | -5% | 2% | 0% | 17% | 0.3%
Cc1ccc(N(CC(=O)N2CCOCC2)S(C)(=O)=O)cc1Cl | 5% | -4% | -2% | -3% | 0.9%
O=C(COC(=O)c1ccc(O)cc1)NCC1COc2ccccc2O1 (configuration not stated) | 6% | . | -6% | -1% | 1.0%
CCOc1ccc2nc(SCC(=O)NCc3ccccc3OC)[nH]c2c1 | -5% | -2% | 3% | 25% | i
Cc1ccc(Nc2ccc(NCc3ccccc3)nn2)cc1C | ? | -5% | 11% | 63% | 0.0%
Cc1nc2sc(C(c3ccc(Cl)cc3)N3CCN(CCO)CC3)c(O)n2n1 (configuration not stated) | -5% | -1% | 5% | -25% | 0.6%
Cc1ccc(N2C(=O)Nc3cc(Cl)c(Cl)cc3N2O)cc1Cl | 8% | 3% | -8% | 57% | 0.8%
Cc1ccc(N2CCN(C(=O)N3CCOCC3)CC2)cc1C | 1% | 4% | 0% | 1% | 0.6%
COc1cc(C=O)ccc1OCCOc1ccccc1[N+](=O)[O-] | 14% | -4% | -5% | ? | 3.4%
COc1ccc(Cn2c(=O)[nH]c3cc(C(=O)N4CCN(c5ccccc5F)CC4)ccc3c2=O)cc1 | -11% | -10% | -2% | -3% | 1.1%
Cc1cc(S(=O)(=O)N2CCN(c3ccccn3)CC2)ccc1F | 3% | 1% | 1% | 31% | i
CCOc1ccc(NC(=S)NC(=O)/C=C/c2ccc(C)cc2)c([N+](=O)[O-])c1 | 6% | -3% | -3% | 18% | 1.4%
Cc1c(NC(=S)NC(=O)C(C)(C)C)cccc1[N+](=O)[O-] | 4% | -1% | 1% | ? | i
CCO[C@H]1OC(C(=O)NCc2nc3ccccc3[nH]2)=C[C@@H](C2CCCCC2)[C@@H]1CCCO | 8% | 6% | -11% | 46% | 4.4% | VEEV TC-83 Vero 10K pilot screen=3.9
Cc1ccc(F)c(NC(=O)C2CCCCC2C(=O)O)c1 (configuration not stated) | 0% | -1% | 8% | -4% | 2.1%
CC(C)(C)OC(=O)N1CCC(c2c(C(=O)NCC3CCN(C4CCCC4)C3)cnn2-c2ccccc2)CC1 (configuration not stated) | -1% | 5% | 3% | 36% | 1.6%
COc1ccc(C2C3=C(CC(C)(C)CC3=O)Oc3ncn(Cc4ccccc4)c(=N)c32)cc1 (configuration not stated) | 2% | -1% | 8% | 25% | i
COc1ccc(NC(=O)c2cccnc2NCCc2ccccc2)cc1 | 15% | 6% | -2% | 40% | 2.6%
O=C(Cn1nc(-c2ccc(Cl)cc2)c2ccccc2c1=O)Nc1cccnc1 | 62% | -3% | 15% | 51% | 5.5%
CC12CCC(=O)C=C1CCCC2=O (configuration not stated) | . | . | -1% | . | 1.0%
C=CCNC(=O)/C(=C\c1ccc(Br)cc1)NC(=O)c1ccccc1OC | -1% | -10% | -1% | 20% | 5.0%
C[C@H](CO)N1C[C@H](C)[C@H](CN(C)S(=O)(=O)c2ccccc2)Oc2ccc(NC(=O)NC3CCCCC3)cc2CC1=O | 2% | . | -1% | 50% | 0.2%
COC(=O)c1ccccc1S(=O)(=O)C(C)(C)C | -4% | 16% | 9% | -10% | 2.0%
COc1ccccc1CCC(=O)OCC(=O)Nc1ccc(C)c(S(=O)(=O)N2CCCCC2)c1 | 7% | 0% | -6% | 4% | 0.1%
CC(C(=O)c1ccc(Cl)cc1Cl)n1cncn1 (configuration not stated) | 2% | -3% | -19% | 2% | 1.6%
Cc1cccn2cc(CCNC(=O)c3ccc(Br)o3)nc12 | 1% | 14% | 16% | -36% | 2.8%
